Source: PubChem (Broad Institute)
RAD52 anneal inh: RAD52 DNA annealing inhibitors, primary screen, biochemical, FRET, single point, set 2; recombinant RAD52 DNA annealing, FRET fluorescence; DNA repair protein RAD52 homolog (Homo sapiens), P43351; 360,000 compounds, 0.46% hits; inhibition, % at 18.7 µM;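 active = every replicate showing at least 50% inhibition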
esBAF inh: Bmi1 luciferase reporter increase in mESCs, primary screen, esBAF inhibitor project, mouse ES cells, Bmi1 luciferase knock-in, single point; 24 h; 100% = twice the neutral-well signal; reporter increase, % at 12.5 µM; 350,000 compounds, 2% hits; AID 602393, 2012; in the data active = activation above about 40%;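 note: 0% = median of the plate's neutral control wells and 100% = double that signal; a rise in the Bmi1 reporter signal indicates esBAF inhibition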
S100A4 MyoIIA: inhibitors of S100A4-myosin IIA peptide binding, primary screen, biochemical, fluorescence polarization, TAMRA-MyoIIA peptide; Protein S100-A4 (Homo sapiens), P26447; inhibition, % at 10.7 µM; 360,000 compounds, 0.14% hits; AID 652163, 2013;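 active = mean inhibition of at least 70% across replicates, with every replicate also reaching that level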
Target sequence (P26447 whole entry, looked up): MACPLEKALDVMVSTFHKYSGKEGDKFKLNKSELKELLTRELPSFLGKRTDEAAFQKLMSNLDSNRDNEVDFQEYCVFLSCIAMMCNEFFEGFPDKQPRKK
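Test system: S100A4 monomer protein; Medium: HEPES pH 7.2 with CaCl2, KCl, NaCl, DTT, Triton; Probe or stimulus: TAMRA-labelled myosin IIA heavy-chain peptide probe, 5 nM; Doses: one dose per compound; Times: polarization read 5 min after assay mix addition, stable 5–60 min; Benchmarks: neutral control DMSO, positive control TFP.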
XiGFP reactiv: activators of inactive X chromosome reactivation, primary screen, imaging, XiGFP fibroblasts, GFP high-content imaging, set 2 | XiGFP mouse fibroblasts, % GFP-positive cells imaging, 3 d; cells co-treated with 5-aza-dC sensitizer; scaled so ellipticine positive control = 100% | activation, % at 7.58 µM | 360,000 compounds, 0.055% hits;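 active = mean normalized replicate activation at least 10% and every replicate at or above 10%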;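 note: 0% = median of on-plate neutral control wells and 100% = ellipticine 6 µM median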
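Material: XiGFP fibroblasts, SV40-immortalized. Buffer or medium: DMEM plus 5-aza-dC sensitizer. Compound: single concentration per compound, delivered by pin transfer. Times: 3 days compound exposure. Controls: ellipticine 6 µM.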
RAD54 inh: inhibitors of human RAD54 branch migration, primary screen, biochemical, fluorescence, single point; DNA repair and recombination protein RAD54-like (Homo sapiens), Q92698; inhibition, % at 10.4 µM; AID 602329, 2012; 360,000 compounds, 0.14% hits; RAD54 Holliday junction branch migration, FAM/BHQ fluorescence;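 active = mean normalized replicate activity at least 40 and at least half of replicates scoring 40 or more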;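 note: 0% = median of neutral control wells and 100% = median of positive control wells; inhibitors cause a drop in the FAM fluorescence signal; in these data hits start at about 50%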
E-sel inducer: E-selectin induction in HUVECs, primary screen, imaging, HUVEC, immunofluorescence imaging, single point. P16581. normalized: neutral wells 0, TNF-alpha wells 100. activation, % at 7.58 µM. 260,000 compounds, 0.37% hits. AID 686992, 2013;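 active = mean E-selectin-positive cell signal at least 10% of the positive control, reached in at least 60% of replicates, without over 20% cell loss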;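 note: in these data hits start at about 27%; measured in HUVEC primary endothelial cells; signal is the percent of cells scored E-selectin positive by PE staining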
Target sequence (P16581 whole entry, looked up): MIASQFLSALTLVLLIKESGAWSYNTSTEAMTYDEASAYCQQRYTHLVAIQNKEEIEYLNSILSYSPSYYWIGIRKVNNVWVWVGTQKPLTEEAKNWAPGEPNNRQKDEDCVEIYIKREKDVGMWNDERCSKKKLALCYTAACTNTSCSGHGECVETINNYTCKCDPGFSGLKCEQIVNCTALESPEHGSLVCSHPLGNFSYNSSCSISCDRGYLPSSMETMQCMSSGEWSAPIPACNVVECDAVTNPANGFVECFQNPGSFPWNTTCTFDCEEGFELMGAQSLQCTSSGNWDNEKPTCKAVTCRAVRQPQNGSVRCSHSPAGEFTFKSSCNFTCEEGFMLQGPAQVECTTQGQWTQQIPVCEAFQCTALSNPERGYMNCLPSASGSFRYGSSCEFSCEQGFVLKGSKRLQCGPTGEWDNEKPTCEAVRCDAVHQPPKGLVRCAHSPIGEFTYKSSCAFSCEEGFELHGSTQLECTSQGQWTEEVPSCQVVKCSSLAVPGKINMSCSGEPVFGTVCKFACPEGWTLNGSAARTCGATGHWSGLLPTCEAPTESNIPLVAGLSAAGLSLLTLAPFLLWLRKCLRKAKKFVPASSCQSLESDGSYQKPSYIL
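Test system – human umbilical vein endothelial cells (HUVEC), E-selectin induction · Input – 3,000 HUVEC seeded per well · Buffer or medium – EGM-2, gelatin · Compound dosing – single-point compound dose · Detection – immunofluorescence imaging · Measure – percent E-selectin-positive cells · Controls – TNF-alpha high, DMSO low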
EWS-Fli block: EWS/Fli-driven NR0B1 reporter inhibitors, primary screen, A673 cells, NR0B1 luciferase, luminescence, MLPCN library; viability-normalised; inhibition, % at 12.6 µM; 350,000 compounds, 0.67% hits; AID 651661, 2012;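 active = mean inhibition of at least 50% after viability correction, with every replicate also passing that limit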;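 note: firefly luciferase signal divided by Alamar Blue viability fluorescence both relative to DMSO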
FN deposition inh: inhibitors of fibronectin matrix deposition, primary screen, AH1F cells, Alexa488-fibronectin fluorescence, plate reader; AH1F fibroblasts, overnight; inhibition, % at 12.6 µM; 350,000 compounds, 0.086% hits; AID 743247, 2014;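 active = mean inhibition across replicates of 30% or more, regardless of how many single replicates reach that level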;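 note: positive control wells lacked labelled fibronectin entirely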
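Material – AH1F fibroblast monolayer, labelled fibronectin deposition · Reagent – labelled fibronectin 24 nM · Timing – 1 h adhesion, overnight exposure · Measured by – fluorescence at 485 nm excitation, 525 nm emission · Read-out – inhibition of fibronectin deposition signal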
Numbers without * were called inactive; nt = not tested or not shown.

1	COc1ccc(NC(=O)N2CC3(C2)CN(C(=O)c2cccnc2)[C@@H](CO)c2[nH]c4cc(OC)ccc4c23)cc1
2	CNS(=O)(=O)c1cccc(C(=O)OCC(=O)N2c3ccccc3NC(=O)C2(C)C)c1
3	C[C@@H]1CCCCO[C@@H](CN(C)Cc2ccc3c(c2)OCO3)[C@H](C)CN([C@H](C)CO)C(=O)c2cc(NC(=O)Nc3ccccc3)ccc2O1
4	COc1ccc(NC2CCCN(C(=O)c3ccc(C(C)=O)cc3)C2)cc1 (stereo not given)
5	CCCCN(C)CCCNC(=O)c1cn(CC)c2ccc(S(=O)(=O)N3CCc4ccccc4C3)cc2c1=O
6	CC(C)COc1cccc(-c2cc(C(=O)Nc3ccon3)c3ccccc3n2)c1
7	COc1ccc(N/C(=N/c2nc(C)cc(C)n2)NC(=O)c2ccccc2)cc1
8	O=C(O)c1cc(S(=O)(=O)N2CCN(S(=O)(=O)c3ccccc3)CC2)ccc1Cl

entry no.	1	2	3	4	5	6	7	8
RAD52 anneal inh	-10	-13	47	-18	-9	-7	-13	-5
esBAF inh	nt	0	2	nt	nt	-7	nt	-4
S100A4 MyoIIA	10	3	6	5	-2	0	0	-20
XiGFP reactiv	0.1	0.2	-0.1	0.1	-0.1	0.8	0.1	0.1
RAD54 inh	nt	9	-2	6	nt	3	nt	-3
E-sel inducer	0.0	0.1	0.1	-0.4	nt	nt	nt	-0.5
EWS-Fli block	-9	-2	8	nt	19	-5	11	-4
FN deposition inh	nt	-17	0	nt	2	-11	-3	5

9	Cc1cc(=O)oc2cc(O)cc(OCc3ccccc3)c12
10	CCc1n(CC(O)COCC2CC=CCC2)c2ccccc2[n+]1C (stereo not given)
11	COc1ccc(NC(=O)Nc2ccc3c(c2)C(=O)N([C@@H](C)CO)C[C@H](C)[C@@H](CN(C)Cc2ccc(C(F)(F)F)cc2)OCCCC[C@@H](C)O3)cc1
12	CCC(=O)N1CC2(C1)CN(Cc1cccc(OC)c1)[C@@H](CO)c1[nH]c3cc(OC)ccc3c12
13	CC(C)c1ccc(/C=C/C(=O)N2CCc3ccccc3C2)cc1
14	COC(=O)c1cc2c(c3c4cc(C#N)ccc4n(S(=O)(=O)c4ccc(C)cc4)c13)C(=O)N(C)C2
15	O=C(N/N=C/c1ccccn1)c1cccc(S(=O)(=O)Nc2ccccc2Cl)c1
16	COCCN1CCN(C(=O)c2cc(COc3ccc(F)c(F)c3)on2)CC1

entry no.	9	10	11	12	13	14	15	16
RAD52 anneal inh	-1	-17	-63	-45	-7	-22	-35	-1
esBAF inh	nt	-1	2	nt	0	nt	nt	6
S100A4 MyoIIA	-1	-3	59	14	-4	8	12	-4
XiGFP reactiv	-0.1	0.0	-0.1	0.2	0.0	-0.1	0.3	0.1
RAD54 inh	nt	-2	-5	nt	0	nt	nt	-11
E-sel inducer	-0.3	4.0	0.1	-0.3	nt	0.0	5.3	0.9
EWS-Fli block	-6	18	9	14	3	9	1	-6
FN deposition inh	2	-19	-1	nt	0	4	2	-2

17	O=C(CSc1ncn[nH]1)N1CCCCC1
18	Cc1nn(-c2ccccc2)c(C)c1/C=N/NC(=O)c1cc(-c2cccc3ccccc23)n[nH]1
19	C[C@@H]1CCCCO[C@@H](CN(C)Cc2ccccc2)[C@@H](C)CN([C@@H](C)CO)C(=O)c2cc(NS(=O)(=O)c3ccc(F)cc3)ccc2O1
20	CC1(C(=O)NCc2ccc3c(c2)OCO3)CCN1Cc1csc2ccccc12 (stereo not given)
21	O=C(CSc1ccccc1)NCC1(N2CCOCC2)CCCCC1
22	CCCc1c(O)nc(SCC(=O)NCc2ccco2)[nH]c1=O
23	CC(C)CC#Cc1ccc2c(c1)O[C@H](CN(C)CC1CCOCC1)[C@@H](C)CN([C@H](C)CO)S2(=O)=O
24	COc1ccc(CCNC(=O)COC(=O)c2ccc(F)c(S(=O)(=O)N3CCOCC3)c2)cc1

entry no.	17	18	19	20	21	22	23	24
RAD52 anneal inh	-13	-7	21	-3	6	-18	24	-5
esBAF inh	0	16	-2	2	nt	nt	-3	-6
S100A4 MyoIIA	-1	-5	2	-20	-2	-1	7	-4
XiGFP reactiv	nt	0.0	0.2	-0.1	-0.6	0.4	-1.1	0.2
RAD54 inh	5	1	5	1	nt	nt	2	14
E-sel inducer	-0.5	nt	nt	-2.0	-1.6	nt	0.1	0.5
EWS-Fli block	1	9	-9	-2	6	-4	29	6
FN deposition inh	8	7	3	-1	7	8	nt	-2

25	O=C(Nc1sc2c(c1C(=O)NCCCO)CCCC2)c1ccccc1
26	O=C(C[C@H]1CC[C@H]2[C@@H](COC[C@H](O)CN2S(=O)(=O)c2ccc(F)cc2)O1)NCC1CCCCC1
27	Cc1nn(CC(=O)NC2(C)CCS(=O)(=O)C2)c(C)c1S(=O)(=O)N(C)C (stereo not given)
28	CCCNC(=O)N1CC2(C1)CN(Cc1ccccc1)[C@@H](CO)c1[nH]c3cc(OC)ccc3c12
29	CC(=O)c1cccc(NC(=O)CCCN(C)S(=O)(=O)c2ccc(F)cc2)c1
30	CCCNC(=O)N(C)C[C@@H]1Oc2ncc(C#Cc3ccccc3F)cc2C(=O)N([C@@H](C)CO)C[C@@H]1C
31	CC[C@]12c3[nH]c4ccc(OC)cc4c3CCN1C(=O)C(CC(=O)NCCCn1ccnc1)C[C@@H]2C(=O)N1CCN(C(=O)C2CC2)CC1 (stereo not given in full)
32	CC(NC(=O)Cc1ccccc1)c1nc2ccccc2[nH]1 (stereo not given)

entry no.	25	26	27	28	29	30	31	32
RAD52 anneal inh	-3	66*	-5	-33	-14	-2	-13	4
esBAF inh	0	11	-8	nt	-4	0	-7	-2
S100A4 MyoIIA	1	-12	5	2	-6	-10	-2	-2
XiGFP reactiv	0.0	0.0	-0.1	0.0	0.4	-1.1	0.1	-0.1
RAD54 inh	-12	2	-4	nt	-4	4	12	-20
E-sel inducer	nt	0.0	1.8	-0.5	0.3	-0.2	0.4	0.5
EWS-Fli block	-28	-5	-5	4	-4	-2	4	10
FN deposition inh	8	-11	4	nt	1	0	2	7

33	Cc1c(Cl)ccc2sc(NC(=O)C3CC3)nc12
34	COc1cc(/C=N/Nc2nc(C)cc(C)n2)cc(OC)c1OC
35	O=C(CN1CCN(S(=O)(=O)c2ccc(F)cc2)CC1)N1CCOCC1
36	COc1ccc(F)cc1CN1CCN(c2ncnc3scc(-c4ccccc4)c23)CC1
37	CCC(=O)Nc1cc2nn(-c3ccc(C)cc3)nc2cc1C
38	CCc1nn(CC(=O)N2CCN(c3ccc(OC)cc3)CC2)c(=O)c2cc3occc3n12
39	CCS(=O)(=O)N1CC2(C1)[C@H](c1ccccc1)[C@@H](CO)N2C(=O)C1CC1
40	CC(=O)Nc1cccc(-c2ccnc3c2CC(C)(C(=O)Nc2cccc(C(C)=O)c2)O3)c1 (stereo not given)

entry no.	33	34	35	36	37	38	39	40
RAD52 anneal inh	-12	-10	-11	-4	-4	-16	-12	2
esBAF inh	53*	-6	6	nt	-73	4	nt	-3
S100A4 MyoIIA	1	0	-4	7	-7	-1	-4	2
XiGFP reactiv	0.1	0.0	0.0	0.0	0.0	0.4	0.0	0.0
RAD54 inh	1	-3	-4	0	7	5	nt	-5
E-sel inducer	-0.1	nt	-0.5	nt	nt	nt	-0.2	-0.2
EWS-Fli block	-28	-12	5	-2	77*	nt	-6	-5
FN deposition inh	1	-2	nt	-16	0	-3	nt	-3

41	Cc1cc(Cl)ccc1-c1nc(NC(C)C)nc2ccsc12
42	Cc1ccc(Nc2nc(-c3ccc(O)cc3O)cs2)nc1
43	CN(Cc1cccs1)C(=O)c1ccc(Cl)c(S(=O)(=O)N2CCCCCC2)c1
44	CCCNC(=O)C[C@@H]1CC[C@H]2[C@H](COc3ccc(NC(=O)Nc4c(C)noc4C)cc3C(=O)N2C)O1
45	Cc1ccc(C(NC(=O)CN2C(=O)NC3(CCCC3)C2=O)c2ccccc2)cc1 (stereo not given)
46	COc1ccc(-c2cnc(C(N)=O)c(=O)[nH]2)cc1
47	COCCCn1c(=S)[nH]c2c(sc3ccccc32)c1=O
48	Cc1[nH]c2ccccc2c1C(=O)COC(=O)c1c(-c2ccccc2)noc1C
49	COc1ccccc1/C=C/C(=O)OCC(=O)NC1CC1
50	CCOc1cccc(CN2CCCC(N3CCc4cc(OC)c(OC)cc4C3)C2)c1O (stereo not given)
51	CN1CCN(C(c2cccs2)c2nnnn2Cc2ccc(F)cc2)CC1 (stereo not given)

entry no.	41	42	43	44	45	46	47	48	49	50	51
RAD52 anneal inh	-1	1	-15	14	-18	-34	-16	-17	-2	-34	-15
esBAF inh	-6	nt	2	-8	-9	0	nt	nt	-4	2	nt
S100A4 MyoIIA	-1	-5	1	-47	0	6	-1	1	1	-12	-2
XiGFP reactiv	0.0	0.0	0.0	0.3	0.3	0.1	-0.1	1.1	0.2	0.1	0.0
RAD54 inh	11	nt	-7	-21	14	12	nt	nt	-2	8	nt
E-sel inducer	-0.1	nt	-0.3	0.0	nt	-0.5	1.1	nt	nt	nt	-0.1
EWS-Fli block	1	-76	9	-1	-11	-4	-15	5	-2	5	-1
FN deposition inh	-11	-4	4	-10	-11	-6	-8	nt	4	-3	-1
